Assay outcomes as filed in PubChem BioAssay.
PDI turbidity: inhibitors of human PDI, primary screen, biochemical, turbidity, single point, plate reader; inhibition, % at 10 µM; AID 588391, 2011; 350,000 compounds, 0.052% hits; PDI insulin aggregation turbidity, A650, 90 min;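 active = mean inhibition across replicates of 30% or more, whatever share of single replicates reach that level; inconclusive = mean inhibition below 30% while every single replicate reaches 30%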;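 note: absorbance from insulin aggregation driven by PDI reduction with DTT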
ABCB6 inh 2: ABCB6 transporter inhibitors, primary screen, K562-ABCB6 cells, flow cytometry, MLPCN library. ATP-binding cassette sub-family B member 6 (Homo sapiens), Q9NP58. K562-ABCB6 porphyrin accumulation, 1 h; active compounds read low. fluorescence ratio to DMSO, % at 10 µM. 360,000 compounds, 0.19% hits. AID 602162, 2011;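 active = fluorescence ratio to DMSO below 75%, the collection mean minus 3 SD; inconclusive = too few cells collected in the well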;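 note: signal is porphyrin accumulated inside mitochondria; 100% equals median channel fluorescence of DMSO control wells; lower ratio means ABCB6 inhibition with less porphyrin fluorescence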
Target sequence (Q9NP58 whole entry, looked up): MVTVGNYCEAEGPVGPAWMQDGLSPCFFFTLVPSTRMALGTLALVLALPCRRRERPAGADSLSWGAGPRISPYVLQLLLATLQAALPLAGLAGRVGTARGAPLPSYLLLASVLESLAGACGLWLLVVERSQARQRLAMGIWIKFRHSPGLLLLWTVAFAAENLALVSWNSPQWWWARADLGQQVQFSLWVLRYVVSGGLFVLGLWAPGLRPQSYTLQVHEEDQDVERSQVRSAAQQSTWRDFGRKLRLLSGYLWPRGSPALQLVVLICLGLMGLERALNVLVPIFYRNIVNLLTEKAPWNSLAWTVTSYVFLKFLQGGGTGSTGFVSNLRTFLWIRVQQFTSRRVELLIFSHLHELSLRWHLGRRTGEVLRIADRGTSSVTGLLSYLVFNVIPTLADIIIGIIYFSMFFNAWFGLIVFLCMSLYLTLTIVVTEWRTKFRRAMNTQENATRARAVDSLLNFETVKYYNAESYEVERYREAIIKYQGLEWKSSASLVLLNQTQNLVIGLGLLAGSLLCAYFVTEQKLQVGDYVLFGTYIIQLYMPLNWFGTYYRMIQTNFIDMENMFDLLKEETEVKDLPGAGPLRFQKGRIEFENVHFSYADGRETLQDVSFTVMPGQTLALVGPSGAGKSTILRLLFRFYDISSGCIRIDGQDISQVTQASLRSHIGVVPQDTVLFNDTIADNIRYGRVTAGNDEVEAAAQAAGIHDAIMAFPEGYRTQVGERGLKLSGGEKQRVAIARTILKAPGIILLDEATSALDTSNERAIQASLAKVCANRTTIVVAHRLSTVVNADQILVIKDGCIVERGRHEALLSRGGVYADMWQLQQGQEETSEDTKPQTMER
Vif inh: HIV Vif self-association inhibitors, primary screen, imaging, HEK293T, single point | HEK293T cells, Vif self-association by quenched fluorescence, 24 h | inhibition, % at 7.49 µM | 340,000 compounds, 0.35% hits; in the data active = inhibition above about 50%, passing the limit was not always enough; inconclusive = no clear call, values can overlap the other calls; inactive = below about 31%; note: some results filed as inactive read as strong as hits
CaV13 FRET inh: Primary screen for inhibitors of IQ motif and Ca2+-dependent inactivation inhibitor domain binding in CACNA1D, Förster resonance energy transfer in living cells, …; HEK cells, CFP/YFP FRET ICDI-IQ, plate reader, 10 min; percent FRET-ratio fall versus neutral wells; 340,000 compounds, 0.098% hits; inhibition, % at 12.3 µM;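 active = mean replicate inhibition of at least 30% and at least 1% of replicates passing that level; inconclusive = only one of the two criteria is met; inactive = neither criterion is met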;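 note: 0% = median of the neutral control wells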
Cardio protect: cardioprotection against H2O2-induced cell death, primary screen, uHTS, H9c2 cells, ATPLite luminescence. H9c2 cardiomyocytes, H2O2 injury protection, 2 h. protection from H2O2 cell death, % at 20 µM. 360,000 compounds, 0.63% hits. AID 588492, 2011;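 active = compounds giving at least 50% protection of heart cells from peroxide-induced death in the single-dose screen, raw or plate-pattern-corrected value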;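 note: 0% = DMSO wells with peroxide and 100% = DMSO wells without peroxide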
m5-HT2A agonist: mouse Htr2a agonists via beta-arrestin recruitment, primary screen, cell-based, luminescence; CHO-K1 mHTR2A beta-arrestin complementation; percent of 30 µM serotonin response; activation, % at 7.6 µM; 360,000 compounds, 0.66% hits; AID 624169, 2012;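 active = activation above a run cutoff, the mean activation of all tested compounds plus 3 SD, cut at about 14% in these data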;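 note: 0% = plate median of compound wells and 100% = 30 µM serotonin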
MC4R antagonist: MC4R antagonists of cAMP signaling, primary screen, cell-based, TR-FRET, antagonist arm of biased-ligand search; MC4R-expressing cells, MTII-stimulated cAMP, LANCE TR-FRET; inhibition, % at 6.5 µM; 360,000 compounds, 0.48% hits;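 active = inhibition above its plate's cutoff, the mean of tested wells on that plate plus 3 SD, cut at about 29% in these data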;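 note: 0% = Melanotan II alone and 100% = Melanotan II plus saturating MCL0020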
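Material: human MC4R-expressing U2OS cells. Probe or stimulus: Melanotan II challenge. Dosing: 6.5 µM single dose. Times: 30-min compound, 1-h challenge, 1-h detection, room temperature. Technique: TR-FRET with Eu-cAMP and labeled anti-cAMP, 671 nm. Replication: singlicate.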
aDG glyco act: activators of alpha-DG glycosylation, primary screen, uHTS, Pro5-aDG cells, AlphaScreen. 360,000 compounds, 0.22% hits. activation, % at 10 µM. alpha-DG glycosylation AlphaScreen (IIH6); 0% Pro5, 100% B10-LARGE cell signal. AID 624168, 2012;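 active = activation of at least 8% versus controls, or a plate z-score of at least 8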;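 note: Pro5 are CHO cells carrying HIG-tagged alpha-DG that lacks glycosylation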
MC4R barr agon: MC4R agonists recruiting beta-arrestin, primary screen, cell-based, luminescence, agonist arm of biased-ligand search | activation, % at 8.9 µM | 360,000 compounds, 0.98% hits | U2OS MC4R beta-arrestin complementation; percent of melanotan II response, DMSO zero;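 active = activation above a per-plate cutoff, the mean activation of sample wells on that plate plus 3 SD, cut at about 8% in these data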
Glyco luc inh: increase of ERlucT glycosylation luciferase signal, primary screen, N-linked glycosylation inhibitor project, D54 ERlucT cells, luminescence, set 2 | D54 ERlucT glycosylation luciferase reporter, 24 h; percent of 100 nM tunicamycin response | reporter increase, % at 12.5 µM | 360,000 compounds, 0.23% hits;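 active = mean luciferase reporter signal, scaled so untreated is 0 and the glycosylation-blocking control 100, at or above a set limit in every replicate; inconclusive = mean reaches the limit but not every replicate does; inactive = mean below the limit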;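 note: luciferase carries N-glycosylation sites so blocking glycosylation raises the light; 0% = median of neutral control wells and 100% = median of 100 nM tunicamycin wells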
Starred values were filed as active, the others as inactive; ? = inconclusive; . = no result given.

Every second line gives: PDI turbidity, ABCB6 inh 2, Vif inh, CaV13 FRET inh, Cardio protect, m5-HT2A agonist, MC4R antagonist, aDG glyco act, MC4R barr agon, Glyco luc inh
- CC(C)CCOC(=O)C[N+](C)(C)CCOC1CC2CCC1(C)C2(C)C (centres undefined)
 : 10.0, 97.0, -5.8, 6.8, -14.5, -9.5, -0.2, 0.0, 2.9, 5.0
- Cc1ccc(CN2CC(C(=O)Nc3cc(C)ccn3)CC2=O)cc1 (centres undefined)
 : -4.9, 96.0, -7.8, -3.1, -1.3, 4.6, 2.4, -0.1, -0.4, -6.7
- Cc1ccc2cc(C(c3nnnn3C3CCCC3)N3CCN(c4ccccc4)CC3)c(=O)[nH]c2c1 (centres undefined)
 : 8.0, 99.0, -12.3, -3.5, 7.9, -2.6, 15.6, -0.1, 1.4, -1.7
- COc1ccc(OC)c(C(=O)NC2CC(C)(C)Cc3c2cnn3-c2ccccc2)c1 (centres undefined)
 : -8.7, 91.0, -19.7, -3.8, 3.6, -1.2, 3.2, 0.5, -0.5, -10.7
- O=C(CCN1C(=O)S/C(=C\c2cccs2)C1=O)NC1=NCCS1
 : 1.8, 100.0, 0.6, -17.8, 2.5, -1.3, -5.4, -0.1, -1.8, 1.9
- CCN(C(=O)COC(=O)c1c(C)nsc1NC)c1ccccc1
 : -0.4, 109.0, -3.2, -1.4, -8.0, 7.4, 2.8, -0.1, -0.4, -0.2
- Cc1ccc(C(=O)CSc2nc3ccccc3o2)cc1
 : -9.8, 94.0, 0.6, -4.5, -10.3, -5.1, 1.3, 0.1, -1.2, 2.1
- O=S(=O)(c1ccccc1)c1cnn(-c2ccccc2)c1-c1ccc(F)cc1
 : 0.3, 94.0, -0.9, -7.3, -3.5, -5.8, 7.6, 0.0, -2.3, -3.0
- O=C(NNS(=O)(=O)c1ccc(F)cc1)C1CCCCC1
 : -13.1, 91.0, -6.7, -2.8, 0.8, 3.1, 0.1, 0.0, 1.7, -0.6
- COc1ccc(CN(C)C[C@H]2OCCCC[C@@H](C)Oc3ccc(NC(=O)c4ccccc4)cc3C(=O)N([C@H](C)CO)C[C@@H]2C)cc1
 : 5.8, 101.0, -6.5, -4.1, 3.2, -2.6, -4.9, 0.1, 0.1, -0.8
- CN(Cc1ccccc1)C(=O)c1csc(COCCO)n1
 : -1.3, 99.0, ., -6.4, 9.7, 1.9, 1.5, 0.2, -0.8, 0.5
- O=C(O)CN1C(=O)SC(Nc2ccccc2C(=O)O)C1=O (centres undefined)
 : -0.6, 97.0, 2.4, -5.4, 16.7, -4.9, -1.8, -0.1, -0.3, -2.4
- COc1ccccc1-c1nnc(SC(C(=O)c2c[nH]c3ccccc23)c2ccccc2)n1C (centres undefined)
 : -6.1, 106.0, -5.3, -9.9, -3.1, -4.3, 14.9, 0.1, 0.3, -0.8
- COc1cc(C2C(C#N)=C(N)Oc3cc(C)n(CCc4ccccc4)c(=O)c32)cc2c1OCO2 (centres undefined)
 : -2.8, 97.0, 1.1, -4.6, 4.1, -4.8, 11.1, 0.7, 2.6, -0.7
- CCCc1cc(=O)[nH]c(SCC(=O)CSc2nc(CCC)cc(=O)[nH]2)n1
 : 7.0, 103.0, 17.4, ., 11.7, 2.1, -0.8, -0.1, 1.6, 2.9
- COc1ccc(-n2c(SCC(=O)Nc3sc4c(c3C#N)CCCC4)nnc2-c2ccccc2OC)cc1
 : 3.0, 93.0, -11.8, ., -1.8, -5.5, 12.7, 0.1, -2.7, -1.6
- CCN(Cc1ccncc1)C(=O)c1cccc(S(=O)(=O)N2CCCCC2)c1
 : 4.8, 97.0, 7.1, -6.9, 4.0, 1.3, -0.3, 0.0, -1.6, -2.4
- CSCc1nnc(NC(=O)c2ccc(S(=O)(=O)N3CCCCC3C)cc2)o1 (centres undefined)
 : 2.4, 104.0, 1.2, -3.7, 28.4, 1.7, 18.9, 0.0, 0.3, -0.9
- CCOC(=O)CSc1nc2c(c(=O)[nH]1)C(C)(CC)Cc1ccccc1-2 (centres undefined)
 : 0.7, 101.0, -0.3, -18.5, 0.3, -0.8, -7.5, 0.0, 2.4, 18.5
- CC(=O)N1c2ccccc2C(=O)C1N(C)c1ccc(C)cc1 (centres undefined)
 : 9.1, 95.0, 9.1, -19.5, -9.4, -2.2, -4.0, -0.2, -1.4, 16.4
- Cc1nc2c([nH]1)C1(CCN(Cc3ccccc3)CC1)C(C#N)=C(N)O2
 : 16.0, 95.0, 7.2, ., 3.0, 33.1*, 23.5, 0.8, 1.3, -2.0
- N=C1C(c2nc3ccccc3[nH]2)=C(O)CN1c1ccccc1
 : -10.7, 100.0, -2.2, -2.7, -8.9, -6.8, 6.8, -0.6, -1.7, 9.8
- CCOC(=O)N1CCN(C(=O)c2cc(-n3cnnc3)ccc2Cl)CC1
 : 16.7, 97.0, 13.2, -1.0, 26.0, 0.6, -2.4, -0.1, -1.8, 0.7
- COc1cc(OC)c2ccc(=O)oc2c1C(CCN1CCCCC1)c1ccc(N(C)C)cc1 (centres undefined)
 : -2.0, 95.0, 10.7, -5.6, 13.7, -1.7, 4.2, 0.1, -0.4, -1.8
- O=C1C=C(NCc2ccc(Cl)cc2)CCC1
 : -5.5, 98.0, -0.1, -3.3, 0.6, -6.7, -6.7, 0.1, 2.2, 0.6
- COc1cc(-c2cnc3c(NC=O)cc(-c4ccccc4)cn23)cc(OC)c1OC
 : 8.0, 96.0, 74.2*, -12.0, 31.4, -1.6, -53.5, -0.3, 5.4, 10.3
- CC1(C)NC(=O)N(CN2C(=O)NC(C)(C)C2=O)C1=O
 : -3.1, 102.0, -1.3, -6.0, 1.2, 6.9, 4.1, 0.0, -1.4, 2.7
- COc1ccc(CCN2C(=O)CC(NNc3ccc([N+](=O)[O-])cc3)C2=O)cc1OC (centres undefined)
 : 8.5, 96.0, -14.4, -5.7, 18.0, -4.5, -0.2, -0.2, -4.0, 2.9
- CCCCCCOc1ccc(OC(=O)c2cccnc2)cc1
 : 0.1, 100.0, 0.9, -3.8, -7.7, -2.8, 1.9, -0.2, -1.0, -0.3
- COc1ccccc1N1CCN(C(=O)c2oc3cc(C)cc(C)c3c2C)CC1
 : 2.0, 93.0, -10.5, -3.0, 5.8, -0.7, 5.6, -0.1, -1.6, 3.6
- COc1ccc(CC(=O)Nc2nc(OCC(F)(F)F)cnc2-c2ccc(Cl)cc2Cl)cc1
 : -4.7, 95.0, -10.1, -5.1, -2.2, -3.6, 6.5, 0.1, 0.9, -2.2
- CC(CC(=O)NNC(=O)c1cccc(Cl)c1)c1ccccc1 (centres undefined)
 : -1.3, 95.0, 9.4, -4.3, -1.5, 1.7, 0.0, 0.0, -2.0, -0.5
- Nc1ccccc1NC(=O)CCn1c(=S)[nH]c2ccccc2c1=O
 : -11.6, 93.0, -3.3, -4.8, 6.5, 3.2, 0.3, -0.2, -0.6, -0.5
- CCC(C)C(=O)Nc1nc(-c2ccc3c(c2)NC(=O)CO3)cs1 (centres undefined)
 : 2.0, 93.0, 3.8, -5.4, 5.5, 1.8, 6.2, -0.1, -2.5, -2.8
- COc1ccc(NC(=O)CC2SC3=NCCN3C2=O)cc1 (centres undefined)
 : -1.6, 104.0, 0.2, 1.8, 4.6, 4.3, 19.9, -0.2, 1.6, 0.6
- Cc1cc(NC(=O)CCC(=O)N(c2ccc(F)cc2)C2(C(=O)NC3CCCCC3)CCCC2)no1
 : 8.0, 99.0, 2.5, -4.1, 6.1, 3.2, 10.3, -0.1, -0.3, -0.4
- CCN(CC)CCCNC(=O)C1CCC(CNS(=O)(=O)c2c(C)cc(C)cc2C)CC1 (centres undefined)
 : 3.1, 98.0, 0.4, -19.9, 3.5, -1.9, -0.8, -0.1, -1.4, -3.3
- CCOc1ccc(NC(=O)c2ccc3c(c2)OCCO3)cc1S(=O)(=O)N(CC)CC
 : 1.0, 98.0, -3.5, -6.3, 9.5, -0.8, 3.4, -0.1, -1.3, -2.9
- COc1ccc(/C=N/n2cnc3c([nH]c4ccc(F)cc43)c2=O)cc1CSc1ccccn1
 : -2.3, 95.0, 12.2, -7.0, 2.1, 3.0, 27.5, 0.7, 0.9, -3.8
- CCN(CC)S(=O)(=O)c1cccc2nsnc12
 : 14.0, 98.0, -9.1, -2.7, -0.2, -6.0, 7.6, -0.2, -2.8, 0.7
- O=C(NCc1ccco1)c1ccccc1-c1nc(-c2ccccc2)no1
 : -4.8, 91.0, -0.5, -7.5, -0.7, -2.3, 5.0, -0.2, -0.9, 1.0
- CC1=C(C(=O)NCCCOC(C)C)C2(CCC(C)CC2)OC1=O (centres undefined)
 : ., 104.0, 17.7, -6.4, -4.0, 2.3, 9.2, 0.0, -0.6, 0.1
- COc1cccc(C(=O)NNC(=O)Cc2csc(N)n2)c1
 : -1.4, 97.0, -3.0, -2.4, 7.2, -1.1, 13.5, -0.3, -0.4, -0.3
- Cc1cccc(NC(=S)NC2CC3CCCC(C2)N3CC(C)C)c1 (centres undefined)
 : 7.7, 94.0, 8.3, -4.5, 0.2, -2.9, -4.9, 0.7, -1.6, -3.0
- CCCCC1CCC(c2nc(-c3ccccn3)no2)CC1 (centres undefined)
 : ?, 98.0, 4.0, -1.0, -22.6, 8.8, -0.3, 0.4, 5.7, -17.3
- CC(=O)OC[C@@H]1CN(Cc2ccccc2)C[C@H](n2cnc3c(NC(C)C)ncnc32)O1
 : 10.8, 97.0, -10.6, -10.6, 0.9, -5.8, -4.3, 0.2, -0.9, 1.4
- O=C(c1ccco1)N1N=C(c2ccc(Cl)cc2)CC1c1ccco1 (centres undefined)
 : -1.5, 101.0, -1.6, -13.2, -2.2, -1.7, 7.5, 0.1, -0.2, 2.9
- COc1ccc(C(CNC(=O)COc2cc(C)ccc2Cl)N2CCCCC2)cc1 (centres undefined)
 : -3.2, 102.0, 10.7, -6.7, -2.5, -14.3, 3.4, 1.0, -4.6, -1.1
- COc1ccc2[nH]c3c(c2c1)CCN1C(=O)C(CC(=O)NCc2cccc(C(F)(F)F)c2)C[C@H](C(=O)N2CCCCC2)[C@@]31C (some centres undefined)
 : 17.4, 106.0, -3.9, -4.4, -0.7, -3.1, 2.3, 0.1, -0.5, 0.0
- COc1cccc(CN(C)CC(=O)Nc2cccc(S(=O)(=O)N(C)c3ccccc3)c2)c1OC
 : 0.0, 97.0, -6.8, -5.9, -15.2, -5.2, 13.0, 0.1, -0.4, -7.8
